PLK1 kinase inh – blocks human PLK1 kinase activity. P53350. recombinant PLK1 kinase, TR-FRET peptide phosphorylation. inhibition, % at 10 µM. 97,000 compounds, 0.53% hits;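 active means inhibition of 50% or more in the single-concentration screen; inactive means inhibition below 50%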;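 further: 0% = DMSO max control and 100% = H-89 dihydrochloride min control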
Candida biofilm – kills Candida albicans biofilms. C. albicans biofilm + clotrimazole, Alamar Blue. inhibition, % at 6 µM. 85,000 compounds, 0.14% hits. AID 834;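 active means inhibition above 20%; inactive means inhibition below 20%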;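 further: preformed 24 hr biofilms exposed to compound for 48 hr; 0% = biofilm without compound and 100% = blank killed by clotrimazole plus chlorhexidine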
EphB4 antag – antagonists of human EphB4-ephrin-B2 interaction; P54760; EphB4 LBD / TNYL-RAW-Alexa532 peptide, fluorescence polarization; inhibition, % at 7 µM; 97,000 compounds, 0.15% hits;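 active means inhibition above the screen-wide mean inhibition plus 3 SD, cut at about 15% in these data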;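 further: 0% = DMSO wells and 100% = excess unlabeled TNYL-RAW peptide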
Target sequence (P54760 whole entry, looked up, the tested form may be a part): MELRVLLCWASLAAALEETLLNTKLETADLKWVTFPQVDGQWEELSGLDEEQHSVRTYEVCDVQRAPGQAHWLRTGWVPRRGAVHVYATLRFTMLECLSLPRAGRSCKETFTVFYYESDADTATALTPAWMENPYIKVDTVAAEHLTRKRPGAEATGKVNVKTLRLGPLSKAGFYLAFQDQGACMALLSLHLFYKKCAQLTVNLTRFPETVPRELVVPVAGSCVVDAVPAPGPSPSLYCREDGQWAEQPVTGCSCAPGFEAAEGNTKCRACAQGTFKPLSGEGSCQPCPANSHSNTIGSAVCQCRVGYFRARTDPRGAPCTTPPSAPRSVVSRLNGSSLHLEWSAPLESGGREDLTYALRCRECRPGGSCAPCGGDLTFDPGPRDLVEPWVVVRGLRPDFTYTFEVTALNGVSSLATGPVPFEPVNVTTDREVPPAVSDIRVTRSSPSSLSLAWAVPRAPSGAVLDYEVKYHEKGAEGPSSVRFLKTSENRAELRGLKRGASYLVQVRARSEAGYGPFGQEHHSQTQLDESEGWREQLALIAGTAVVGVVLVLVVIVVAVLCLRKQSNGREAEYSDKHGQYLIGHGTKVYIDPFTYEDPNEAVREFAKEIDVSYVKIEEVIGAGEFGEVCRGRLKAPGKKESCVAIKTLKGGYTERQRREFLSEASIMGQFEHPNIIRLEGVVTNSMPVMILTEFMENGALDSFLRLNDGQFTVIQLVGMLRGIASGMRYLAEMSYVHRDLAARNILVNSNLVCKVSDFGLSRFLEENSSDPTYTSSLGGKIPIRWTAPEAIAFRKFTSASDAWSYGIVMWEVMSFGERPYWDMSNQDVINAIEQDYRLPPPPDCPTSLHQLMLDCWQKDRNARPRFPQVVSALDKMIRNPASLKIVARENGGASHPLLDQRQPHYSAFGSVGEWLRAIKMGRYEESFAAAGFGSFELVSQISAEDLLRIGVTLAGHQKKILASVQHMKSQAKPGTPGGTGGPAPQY
LYP act – activators of human LYP (PTPN22) phosphatase. Q9Y2R2. 96,000 compounds, 0.11% hits. activation, % at 2 µM. recombinant LYP, DiFMUP fluorescence; 0 = plate median, 100 = signal doubled;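 active means activation at 2 µM above a set limit, the mean plus 5 SD, cut at about 37% in these data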
CYP2C9 act – activators of human CYP2C9; recombinant CYP2C9, luciferin-H conversion, luminescence; active compounds read high; factor 1 = untreated enzyme, 0 = blocked; activation factor at 5 µM; 96,000 compounds, 1.4% hits;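 active means activation factor of 2 or more for CYP2C9 at a 5 µM dose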;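 further: 0 = sulfaphenazole-blocked wells and 1 = vehicle-only wells; values of inactives mirror those of a sister screen read the other way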
CYP2C9 inh – blocks human cytochrome P450 2C9; CYP2C9 Supersomes, luciferin-H conversion, luminescence; 96,000 compounds, 20% hits; P11712; inhibition, % at 5 µM;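 active means blocking of liver enzyme CYP2C9 beyond about 50% at 5 µM, limit read from the data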; further: values of inactives mirror those of a sister screen read the other way
PTPN22 inh 2 – blocks human PTPN22 phosphatase activity; Q9Y2R2; recombinant LYP catalytic domain, DiFMUP fluorescence; inhibition, % at 2 µM; 96,000 compounds, 0.21% hits; AID 640;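 active means inhibition at 2 µM at or above a set limit, the screen mean plus 3 SD, cut at about 24% in these data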;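 further: 0% = DMSO with enzyme and 100% = enzyme fully blocked by orthovanadate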
Plk1 PBD FP – blocks phosphopeptide binding to human Plk1 polo box domain; P53350; Plk1 PBD phosphopeptide binding, fluorescence polarization; inhibition, %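 (tested at about 20 µM)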; 97,000 compounds, 0.13% hits; AID 693; in the data active means inhibition above about 34%, passing the limit was not always enough
HIV Rev-RRE inh – HIV Rev-RRE protein-RNA interaction inhibition; 97,000 compounds, 0.79% hits; Rev peptide-RRE RNA binding, FRET; P05866; AID 704; inhibition, % at 8 µM;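 active means inhibition above the screen-wide mean plus 3 SD, cut at about 35% in these data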;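 further: 0% = median DMSO wells and 100% = median Neomycin B control wells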
Target sequence (P05866 whole entry, looked up): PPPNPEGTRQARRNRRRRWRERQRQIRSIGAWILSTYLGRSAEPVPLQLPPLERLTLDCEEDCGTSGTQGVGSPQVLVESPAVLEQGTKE
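Test system – labelled RRE RNA duplex and labelled Rev peptide · Signal – fluorescein-to-Cy5 FRET, 480 nm excitation · Evaluation – % inhibition of FRET ratio versus controls · Benchmarks – DMSO low control, neomycin B high control · Incubation – 5 min RNA-compound premix plus 15 min binding step, 25 °C · Medium – HEPES pH 7.5 salt buffer with EDTA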
The depositor's hits bear a star; x = no result given.

SMILES	PLK1 kinase inh	Candida biofilm	EphB4 antag	LYP act	CYP2C9 act	CYP2C9 inh	PTPN22 inh 2	Plk1 PBD FP	HIV Rev-RRE inh
O=C(/C=C/c1ccc(Cl)cc1)N1CCN(c2ccc(Cl)cc2[N+](=O)[O-])CC1	-4	x	4	-15	0.6	44	18	1	8
Cc1ccc(F)cc1NC(=O)c1c(-c2ccccc2)noc1C	9	5	-2	-2	0.9	13	-1	-26	2
O=C(Nc1ccc2c(c1)OCO2)C(c1ccccc1)N1CCCCC1 (stereo not drawn)	8	16	x	-1	0.4	60*	-1	6	x
Cc1ccc(C(=O)CN2CCC(NC(=O)C3CCCCC3)CC2)cc1	0	-2	-4	-4	0.5	48	6	-12	1
CC(=O)Nc1ccc(NC(=O)CN(c2ccc(C34CC5CC(CC(C5)C3)C4)cc2)S(C)(=O)=O)cc1	-1	x	2	-1	0.9	10	6	-2	-5
CCC(=O)Nc1c2c(nn1-c1ccc(F)cc1)CS(=O)C2 (stereo not drawn)	0	3	2	18	1.1	-7	-22	-12	4
CCOC(=O)/C(=N/Nc1ccc(Cl)cc1)S(=O)(=O)c1ccccc1	-16	4	6	-11	0.8	20	12	-12	13
c1cc2c3c(cccc3c1)C(N1CCCCCC1)=N2	-5	2	7	2	0.8	20	-2	-19	20
c1ccc(Cn2c(CSc3nnnn3-c3ccccc3)nc3ccccc32)cc1	-14	7	2	1	1	2	-1	-19	2
CCOc1cc(/C=C2/C(=N)N3OC(C)=CC3=NC2=O)ccc1OCCOc1ccccc1	-2	3	2	-8	0.4	62*	8	-11	7
OCCCc1nc2n(n1)C(c1ccccc1)C=C(c1ccccc1)N2 (stereo not drawn)	-14	3	5	2	1	-2	-5	-7	30
CC(=O)c1c(N2CCCC2)nc(=S)n(-c2ccccc2)c1C	-1	0	0	-5	1.1	-10	4	2	5
COc1cc(C2NC(=O)c3ccccc3O2)cc(OC)c1OC (stereo not drawn)	-9	6	10	-3	0.6	38	2	6	7
COc1cccc(-c2cc(C(F)(F)F)nc(N3CCOCC3)n2)c1	-7	3	-3	2	0.9	10	-3	0	18
Cc1ccccc1NC(=O)C(=O)NCc1ccccn1	-3	x	-9	-5	1	-1	7	5	1
CC(C)NC(=O)C(=O)NC1CCCCCC1	1	7	-1	4	1.1	-6	-2	2	-4
COc1ccc(/C=N/NC(=O)c2cc(C)on2)c2ccccc12	-15	x	5	7	0.6	40	-5	-4	5
COc1ccc(-c2nn(CC(=O)N(C)C)c(=O)c3ccccc23)cc1	-6	3	3	2	0.9	11	-6	11	6
CCCN(C(=O)CSc1nnc(-c2ccoc2C)n1N)C1CCS(=O)(=O)C1 (stereo not drawn)	4	5	-4	-5	1.1	-15	3	2	4
O=C/C(=C\Nc1ccc(Cl)cn1)c1nc2cc(Cl)ccc2o1	-7	1	1	-6	0.7	25	3	-5	21
O=C(CSc1ccccn1)Nc1ccc(Br)cn1	-5	2	10	-9	0.9	15	6	2	0
CCC(=O)N(Cc1cccs1)C1CCOC(C)(C)C1 (stereo not drawn)	-4	9	-8	0	0.9	13	-4	-1	-1
CC(C)(C)c1ccc(C(=O)NNc2cc(N3CCCCC3)nc(N3CCCCC3)n2)cc1	-18	x	0	-13	0.4	61*	11	-10	-4
Cc1oc2c(c1C(=O)Nc1ccc(C(=O)O)cc1)CCCC2	6	3	8	4	0.7	33	-2	-4	2
CC1(C)CC(=O)c2cc(OCC(=O)N3CCCCCC3)ccc2O1	-10	5	0	-8	1	-3	10	16	4
CCOC(=O)Cn1cnc([N+](=O)[O-])n1	-7	5	-8	7	1.2	-25	-8	-14	4
Cc1ccnc(SCC(=O)N2CCN(C(c3ccccc3)c3ccccc3)CC2)n1	-12	3	-2	6	0.8	20	-3	18	4
Cc1oc2c(CN(C)C)c(O)ccc2c(=O)c1-c1cscn1	-19	6	7	-5	0.9	10	3	2	9
CC(C)(C)c1ccc(-c2nc3c(C#N)c(-c4ccc5c(c4)OCO5)ccn3n2)cc1	-15	x	0	x	0.8	24	x	-38	1
O=C(/C=C/c1ccc(Br)o1)OCc1ccccc1	-2	8	-7	-2	0.9	12	5	23	18
O=C(CS(=O)(=O)c1ccc(Cl)c(Cl)c1)Nc1ccccc1Cl	-14	x	0	-2	1.2	-23	4	7	-2
Cc1ccc(-c2nc3s/c(=C\c4ccco4)c(=O)n3n2)cc1	-2	4	-1	1	0.8	18	-3	-12	4
O=c1[nH]c2cc3c(cc2cc1CN(CCc1ccccc1)Cc1nnnn1CC1CCCO1)OCO3 (stereo not drawn)	2	2	0	-6	1	-3	7	-2	41*
CC1C(C#N)=C(N)OC2=C1C(=O)CCC2 (stereo not drawn)	-3	4	6	-4	1	1	4	13	10
CS(=O)(=O)N(CC(=O)Nc1ccccc1Sc1ccccc1)c1cccc(Br)c1	-14	x	-4	0	0.3	66*	4	-1	12
O=C(c1cccc(Cl)c1)N1CCN(c2ccccn2)CC1	-8	8	1	3	0.2	79*	-6	-3	-1
Cc1nnc2sc(-c3ccc(NC(=O)c4cccnc4)cc3)nn12	-3	12	2	4	x	x	0	-19	7
Nc1ccc(Nc2ccccc2)cc1	-5	8	-8	0	0.9	12	5	38	5
CCOCCCn1c(C)nc2c(c1=O)c1nc3ccccc3nc1n2-c1ccc(C)cc1	-7	7	2	7	1	5	-9	-6	-1
CC(=O)Nc1ccc(NC(=O)c2ccccc2C)cc1	-6	4	9	-1	1.5	-50	0	-9	5
COC(=O)CSc1nnc(-c2ccccc2OC)o1	-4	3	-3	6	1.1	-5	-9	-16	6
Cc1ccc(-c2nnn(CC(=O)Nc3ccccc3N3CCOCC3)n2)cc1	-17	x	-2	2	0.2	79*	-4	-8	13
CCOC(=O)C1CN(S(=O)(=O)c2ccc(C)cc2)CCN1S(=O)(=O)c1ccc(C)cc1 (stereo not drawn)	-12	0	-9	1	0.2	78*	-2	0	16
CC(C)(C)c1cn(-c2ccc(F)cc2)c(=S)[nH]1	-9	7	2	8	1.2	-18	-9	-8	-3
CCCN1CCN(C(=O)Nc2ccc(C(=O)OCC)cc2)CC1	-6	7	0	7	1	-1	-6	-25	-1
COCCN(CCOC)Cc1cc(=O)oc2cc3c(cc12)CCC3	-13	8	1	4	0.5	49	-6	-45	-1
CCCOc1ccc(N2C(=O)CC(NCc3cccs3)C2=O)cc1 (stereo not drawn)	-16	8	2	-6	x	x	-2	-6	7
COc1ccccc1NC(=O)Cn1cnc2c(cnn2-c2ccccc2)c1=O	-3	6	2	-5	0.8	16	4	-17	10
COc1ccc(CCNC(=O)c2ccc(N3CCCC3=O)cc2)cc1OC	2	7	7	-10	0.9	8	8	1	6
Cc1csc(NC(=O)CCc2nc3ccccc3s2)n1	-5	7	-1	2	1.8	-77	-4	-20	12
CCOC(=O)N1CCN(Cc2nc3c(c(=O)n(C)c(=O)n3C)n2Cc2ccccc2)CC1	-16	2	4	0	0.9	10	-1	-13	4
Cc1cc(=O)n(-c2ccc3ccccc3n2)[nH]1	6	5	1	4	0.9	6	0	-2	-2
CCOC(=O)c1c(C)oc2c1c1c(c3ccccc32)OCN(Cc2ccccn2)C1	-9	x	-6	-4	0.5	54*	6	3	33
CC(=O)Oc1cc2c(C(C)=O)coc2c2ccccc12	-9	8	11	5	1.2	-21	-6	-5	5
CN(C)CCCNC1CS(=O)(=O)CC1O (stereo not drawn)	-12	5	5	4	1.4	-39	-3	10	0
Cc1ccc(C(=O)Nc2ccc3cn[nH]c3c2)cc1S(=O)(=O)N1CCCCC1	-1	7	3	-1	0.1	92*	4	5	11
NC(=O)C1(N2CCCCC2)CCN(C2CC(=O)N(CCc3ccccc3)C2=O)CC1 (stereo not drawn)	4	4	-1	0	1.2	-22	0	10	4
COCCCn1c(SCC(=O)NC2CCCCC2)nnc1-c1ccncc1	-14	4	3	0	1.1	-7	-2	-15	5
O=C(CCCn1cnc([N+](=O)[O-])n1)Nc1ccc(Cl)c(Cl)c1	-12	x	-3	-10	0.8	22	12	26	-2
CCOC(=O)C1C(=O)CC(C)(O)C(C(=O)OCC)C1c1ccc(OC)cc1 (stereo not drawn)	0	-4	2	4	1.1	-8	-6	-17	9
Following part
SMILES	PLK1 kinase inh	Candida biofilm	EphB4 antag	LYP act	CYP2C9 act	CYP2C9 inh	PTPN22 inh 2	Plk1 PBD FP	HIV Rev-RRE inh
CN(C)c1ccc(-n2cc3c(=O)n(C)c(=O)n(C)c3c2)cc1	-5	3	0	-11	0.2	76*	8	-8	3
Cc1ccc(N=C2SCCCN2C(=O)c2ccco2)cc1Cl	4	8	-4	-4	0.9	12	2	-15	10
CC(/C=C/c1ccccc1)=N/NC(=O)c1cnccn1	-10	5	4	-13	x	x	13	-7	9
CCOC(=O)C1CCCC(NS(=O)(=O)c2ccc(NC(C)=O)cc2)C1 (stereo not drawn)	-39	2	-1	5	0.2	77*	-8	-2	6
COc1ccc(S(=O)(=O)Nc2ccc(C)cc2)cc1OC	-4	11	-7	10	0.4	62*	-14	22	-2
Cc1nc(SCC(=O)NCCc2ccccc2)nc(C)c1C	6	-3	4	-2	1.1	-7	-2	10	6
C=CCn1c(SCC(=O)c2ccc(OC)cc2)nnc1-c1cc2cccc(OC)c2o1	-9	-2	-1	-13	1.1	-11	12	3	-4
COc1ccc(Nc2nc(-c3ccccc3)cs2)cc1	-13	x	-3	-8	0.7	32	10	7	-3
CCn1c(C(O)c2ccc3c(c2)OCO3)nc2ccccc21 (stereo not drawn)	-11	13	-1	-4	0.5	46	8	-4	3
N#Cc1nc(-c2ccc(OCc3ccccc3)cc2)oc1NCc1ccco1	-18	8	-3	5	0.7	32	-6	8	4
CC[n+]1c(/C=C2/C=C(C)CC(C)(C)C2)sc2ccc(OC)cc21	-7	x	0	-19	0.7	26	22	-51	19
CCOc1cc(/C=N/O)cc(Br)c1OC	-4	4	6	6	0.8	18	-7	10	9
Cn1c(SCc2ccc(Cl)cc2Cl)nc(C(F)(F)F)cc1=O	-13	x	-12	4	1.1	-15	-2	-1	6
CCOC(=O)Cn1c(=O)oc2cc(S(=O)(=O)NCc3cccs3)ccc21	-4	4	2	-1	0.7	30	0	6	5
OC(COC(c1ccc(Cl)cc1)c1ccc(Cl)cc1)CN1CCCC1 (stereo not drawn)	-13	3	2	-18	1	-4	17	6	-1
CCn1c(SCc2nc3ccccc3s2)nnc1-c1ccccc1	-15	7	-5	0	0.8	20	1	2	8
Cc1csc(NC(=O)CCSCCc2ccccn2)n1	-8	7	-2	0	0.6	41	0	10	5
CCOC(=O)c1ccc(OCc2c(C)noc2C)cc1	-7	x	-1	-5	0.2	79*	8	18	0

4 structures out of the list, ordered by SMILES length, falling:
SMILES	PLK1 kinase inh	Candida biofilm	EphB4 antag	LYP act	CYP2C9 act	CYP2C9 inh	PTPN22 inh 2	Plk1 PBD FP	HIV Rev-RRE inh
CC(C)(C)c1ccc(-c2nc3c(C#N)c(-c4ccc5c(c4)OCO5)ccn3n2)cc1	-15	x	0	x	0.8	24	x	-38	1
COc1ccc(-c2nn(CC(=O)N(C)C)c(=O)c3ccccc23)cc1	-6	3	3	2	0.9	11	-6	11	6
Cc1oc2c(CN(C)C)c(O)ccc2c(=O)c1-c1cscn1	-19	6	7	-5	0.9	10	3	2	9
Cc1ccc(N=C2SCCCN2C(=O)c2ccco2)cc1Cl	4	8	-4	-4	0.9	12	2	-15	10

Shown as a hit in HIV Rev-RRE inh, among the entries above:
canonical_smiles	PLK1 kinase inh	EphB4 antag	LYP act	CYP2C9 act	CYP2C9 inh	PTPN22 inh 2	Plk1 PBD FP	HIV Rev-RRE inh
O=c1[nH]c2cc3c(cc2cc1CN(CCc1ccccc1)Cc1nnnn1CC1CCCO1)OCO3 (stereo not drawn)	2	0	-6	1	-3	7	-2	41*

High-throughput results deposited in PubChem by several laboratories.
